FBW7 activator: human FBW7 E3 ligase activation, primary screen; AlphaScreen FBW7–phospho-cyclin E peptide binding, activator screen; normalized activity (activation), % at 26.1 µM; actives 0.13% (n = 650,000); AID 1259310; in the data active = normalized activity above about 1.9%;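 also: purified mutant Fbw7 with reduced substrate affinity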
TEAD-YAP inh: TEAD-YAP interaction inhibition | actives 1.4% (n = 640,000) | AID 1259422 | inhibition, % at 9.12 µM | HEK-TIYL cells, TEAD-Gal4/YAP UAS-luciferase luminescence; in the data active = inhibition above about 32%;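 also: 0% = median of test compound wells and 100% = reference inhibitor wells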
MITF primary: blocks human microphthalmia-associated transcription factor; O75030; AlphaScreen MITF homodimerization, bead proximity signal; inhibition, % at 2.6 µM; actives 0.91% (n = 650,000); in the data active = inhibition above about 50%;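 also: 0% = vehicle wells with protein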
Target sequence (O75030 whole entry, looked up): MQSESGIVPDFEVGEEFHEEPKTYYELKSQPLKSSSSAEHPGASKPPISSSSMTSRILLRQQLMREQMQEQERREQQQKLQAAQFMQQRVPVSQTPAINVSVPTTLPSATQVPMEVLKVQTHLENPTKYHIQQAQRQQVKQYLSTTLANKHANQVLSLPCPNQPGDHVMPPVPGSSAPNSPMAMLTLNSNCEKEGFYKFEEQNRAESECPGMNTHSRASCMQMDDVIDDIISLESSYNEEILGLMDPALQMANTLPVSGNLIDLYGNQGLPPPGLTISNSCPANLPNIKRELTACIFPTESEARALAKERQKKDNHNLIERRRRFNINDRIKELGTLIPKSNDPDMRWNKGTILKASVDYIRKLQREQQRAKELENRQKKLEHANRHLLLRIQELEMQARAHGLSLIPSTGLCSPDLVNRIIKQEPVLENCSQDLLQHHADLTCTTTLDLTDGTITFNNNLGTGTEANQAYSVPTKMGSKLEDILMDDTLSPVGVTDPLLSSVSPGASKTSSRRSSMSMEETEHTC
GPR151 ag: activators of human GPR151; PathHunter beta-arrestin GPR151 cells, luminescence; Q8TDV0; actives 1% (n = 650,000); AID 1508602; activation, % at 11.2 µM; in the data active = activation above about 4.9%;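 also: 0% = median of compound wells and 100% = cells with positive control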
Target sequence (Q8TDV0 whole entry, looked up): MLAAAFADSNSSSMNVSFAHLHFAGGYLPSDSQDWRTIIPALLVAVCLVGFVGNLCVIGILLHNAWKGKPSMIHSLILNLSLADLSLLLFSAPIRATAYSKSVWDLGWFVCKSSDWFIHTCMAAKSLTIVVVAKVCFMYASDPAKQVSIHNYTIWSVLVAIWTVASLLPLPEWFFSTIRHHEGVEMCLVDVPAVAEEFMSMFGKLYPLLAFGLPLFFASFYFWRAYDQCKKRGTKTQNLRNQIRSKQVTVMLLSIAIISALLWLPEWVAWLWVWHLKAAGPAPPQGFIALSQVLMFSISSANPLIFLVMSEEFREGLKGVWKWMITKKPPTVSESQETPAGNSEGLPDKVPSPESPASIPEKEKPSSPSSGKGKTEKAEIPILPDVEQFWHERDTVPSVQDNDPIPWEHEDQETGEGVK
Starred values were filed as active, the others as inactive.

SMILES	FBW7 activator	TEAD-YAP inh	MITF primary	GPR151 ag
CCN(CC)c1ccc(C2NC(=O)NC(C)=C2C(=O)OCCSC)cc1 (stereo unspecified)	-0.2	9	-6	-0.6
Cc1nonc1N1CCN(C(=O)CN2Cc3ccccc3OC(c3ccsc3)C2)CC1 (stereo unspecified)	-0.2	-9	-4	0.7
CC(C)c1ccccc1NC(=O)COC(=O)c1ccc([N+](=O)[O-])o1	0.0	14	6	-1.9
CC1CCCCN1CCCNC(=O)CN1C(=O)COc2ccccc21 (stereo unspecified)	-0.2	-4	2	0.0
Cc1cc(O)c2c(C)c(C)c(=O)oc2c1	0.1	20	-7	0.1
C=CCSc1nnc2c(n1)OC(c1cc(Cl)ccc1OC)Nc1ccccc1-2 (stereo unspecified)	0.1	-4	6	-0.1
Cc1ccc(OCC(=O)NNC(=O)c2ccco2)cc1	0.4	2	11	1.2
CCOc1cc(/C=C2/C(=N)N3N=C(C)SC3=NC2=O)ccc1OCCOc1cc(C)cc(C)c1	-0.1	6	9	-0.6
CN(CC(=O)Nc1ccc2ccccc2c1)S(=O)(=O)c1ccccc1	0.1	-38	-7	-0.8
CC1CCN(C(=O)CN(c2cc(C(F)(F)F)ccc2Cl)S(=O)(=O)c2ccccc2)CC1	0.4	-7	6	1.5
CC1CCCCN1C(=O)Cn1c(=O)cnc2ccccc21 (stereo unspecified)	0.1	-3	4	3.9
Cc1sc2nc(C)n(C3CCN(C(=O)CN4CCCC4=O)CC3)c(=O)c2c1C	0.0	-3	16	0.0
CCc1nn2c(NCCCn3ccnc3)cc(C)nc2c1-c1ccc(F)cc1	0.1	-9	13	-0.7
Cc1nn(C)c(C)c1-c1nc(C(=O)NCc2nc3ccccc3[nH]2)cs1	0.0	3	8	0.9
O=C1CCCN1CCn1cnc2c(NC3CC3)nc(Nc3ccc4ncccc4c3)nc21	-0.1	10	4	0.3

Given with two lines to a compound: part of the list above
Results follow in this order: FBW7 activator	TEAD-YAP inh	MITF primary	GPR151 ag
> CC(C)c1ccccc1NC(=O)COC(=O)c1ccc([N+](=O)[O-])o1
  0.0	14	6	-1.9
> CC1CCCCN1CCCNC(=O)CN1C(=O)COc2ccccc21 (stereo unspecified)
  -0.2	-4	2	0.0
> Cc1cc(O)c2c(C)c(C)c(=O)oc2c1
  0.1	20	-7	0.1
> C=CCSc1nnc2c(n1)OC(c1cc(Cl)ccc1OC)Nc1ccccc1-2 (stereo unspecified)
  0.1	-4	6	-0.1
> Cc1ccc(OCC(=O)NNC(=O)c2ccco2)cc1
  0.4	2	11	1.2
> CCOc1cc(/C=C2/C(=N)N3N=C(C)SC3=NC2=O)ccc1OCCOc1cc(C)cc(C)c1
  -0.1	6	9	-0.6
> CN(CC(=O)Nc1ccc2ccccc2c1)S(=O)(=O)c1ccccc1
  0.1	-38	-7	-0.8
> CC1CCN(C(=O)CN(c2cc(C(F)(F)F)ccc2Cl)S(=O)(=O)c2ccccc2)CC1
  0.4	-7	6	1.5
> CC1CCCCN1C(=O)Cn1c(=O)cnc2ccccc21 (stereo unspecified)
  0.1	-3	4	3.9
> Cc1sc2nc(C)n(C3CCN(C(=O)CN4CCCC4=O)CC3)c(=O)c2c1C
  0.0	-3	16	0.0
> CCc1nn2c(NCCCn3ccnc3)cc(C)nc2c1-c1ccc(F)cc1
  0.1	-9	13	-0.7
> Cc1nn(C)c(C)c1-c1nc(C(=O)NCc2nc3ccccc3[nH]2)cs1
  0.0	3	8	0.9

(next part)
SMILES	FBW7 activator	TEAD-YAP inh	MITF primary	GPR151 ag
Cc1cc(-c2ccccc2)nc(N/N=C/c2ccc(O)cc2O)n1	-0.1	14	7	-1.7
CCCN1CCN(C(=O)c2ccc(CS(=O)c3ccc(Br)cc3)o2)CC1 (stereo unspecified)	-0.3	-4	-6	-0.2
CCc1ccc2c(c1)C(O)(CC(=O)c1ccc(Br)cc1)C(=O)N2 (stereo unspecified)	0.0	2	10	0.4
CCOc1ccc(-c2noc(CCC(=O)Nc3cccc(OC)c3)n2)cc1OC	0.1	-16	1	1.2
Cn1cc(CN2CCCC(C(=O)Nc3cccc(-c4ccc(F)cc4)c3)C2)cn1 (stereo unspecified)	0.6	-18	6	-0.4
COCCCNC(=O)/C(C#N)=C/c1ccc(F)cc1	-0.1	-2	13	3.7
c1ccc(-c2cs/c(=N\c3ccccn3)n2-c2ccccc2)cc1	0.2	-27	0	1.3
CC1=C(C(=O)OCC2CCCO2)C(c2cccc(O)c2)NC(=O)N1 (stereo unspecified)	-0.1	9	-1	1.0
O=C(CC1C(=O)N(c2cccc(Cl)c2)C(=O)N1Cc1cccs1)Nc1ccccc1 (stereo unspecified)	0.3	8	-16	0.6
CC1CCCCN1CCNc1c(-c2ccccc2)c(=O)c1=O (stereo unspecified)	-0.1	-1	29	0.0
O=C1CC(c2ccccc2)c2ccc3ccccc3c2N1 (stereo unspecified)	-0.3	11	5	0.0
O=C(O)CCC1=NN2C=Nc3sc4c(c3C2NC1=O)CCCC4 (stereo unspecified)	0.0	4	-11	-0.8
CC(NC(=O)C1CC1)c1nnc2n1CCN(CC(c1ccccc1)c1ccccc1)CC2 (stereo unspecified)	-0.2	-7	-3	3.3
Cc1ccccc1NC(=O)c1ccc(F)c(S(=O)(=O)N2CCCC(C)C2)c1 (stereo unspecified)	-0.1	5	5	1.5
Cc1cc(=O)oc2ccc(OC(=O)c3cccc(S(=O)(=O)N(C)C)c3)cc12	-0.1	-1	11	0.8
CCN(CC)CCn1c(=S)[nH]c2ccc(Br)cc2c1=O	0.0	3	29	-1.0
CCOc1ccccc1-c1nnc(SCC(=O)Nc2ccc([N+](=O)[O-])cc2OC)o1	-0.1	11	11	0.3
Cc1cc(N2CCN(S(=O)(=O)c3ccccc3)CC2)c2ccccc2n1	-0.1	-7	-17	0.5
COc1ccccc1CNC(=O)c1cc2c(=O)n(C)c3ccccc3c2s1	-0.2	3	-13	1.5
Cc1cc(Oc2ccc(=O)n(C)n2)nc(=S)[nH]1	0.8	1	15	-1.0
O=C(Nc1ccc(F)cc1)c1noc2c1CSc1ccccc1-2	-0.1	-60	-5	-0.9
O=C(CCC(=O)Nc1ccc(F)c(Cl)c1)Nc1ccc(F)c(Cl)c1	0.1	12	-2	3.3
O=C(NCC1(c2ccccc2)CCOCC1)C1CC1	-0.2	4	-9	0.4
COc1ccc(O)c(CN2CCN(CCCc3ccccc3)C(CCO)C2)c1 (stereo unspecified)	0.0	5	0	2.2
CCCNC(=O)c1cnc(-c2ccc(C(=O)NC3CC3)cc2)s1	-0.1	-3	8	0.0
COc1ccc(NC(=O)COc2ccccc2Cl)cc1OC	-0.1	-2	13	-0.2
COc1cc(OC)cc(C(=O)N2CCN(C(=O)COc3ccc(Cl)cc3)CC2)c1	-0.2	-15	-12	0.4
O=C(Oc1ccc2c(=O)c(Oc3ccccc3Br)coc2c1)c1cccc(Br)c1	0.1	-3	-4	-0.8
Cc1ccc2c(c1)CN(CC(=O)NCc1cc(-c3ccccc3)n[nH]1)CC(C)O2 (stereo unspecified)	0.0	-2	6	5.2*
CCOC(=O)CCC(=O)N1CCc2ccccc21	0.1	3	10	-1.5
O=C(O)CCCN1C(=O)/C(=C\c2ccc(O)cc2)SC1=S	-0.2	66*	3	-6.6
O=C(O)CN1C(=O)NC2(CCCCC2)C1=O	0.0	-7	-3	-1.1
CCOC(=O)c1sc2ncnc(Nc3ccccc3)c2c1C	0.1	5	-1	-1.3
CCN(CC(=O)N1CCC(C(N)=O)CC1)S(=O)(=O)c1ccc(Cl)cc1	0.0	-1	-7	0.6
COCC(C)NC(=O)C(C)(C)Oc1ccc(Cl)cc1 (stereo unspecified)	-0.1	-2	11	0.5
COc1ccc2c(c1)CC/C(=C/c1ccc(OC)c(O)c1)C2=O	0.3	-15	10	-1.3
NC(=O)c1ccccc1N/C=C/C(=O)c1ccc(-c2ccccc2)cc1	-0.1	-44	10	-0.3
COc1ccc(CNC(=O)c2sc3nc4c(C)cccc4cc3c2N)cc1	0.2	-5	-9	2.2
COC(=O)[C@@H]1CCCN1C(=O)CC1(c2ccccc2C)CC(=O)N(Cc2ccncc2)C1=O (stereo partly specified)	0.1	4	14	-0.6
Nc1cccc(-c2nc(NCCN3CCOCC3)c3[nH]cnc3n2)c1	-0.1	1	7	-0.3
O=C1c2ccccc2NC2(C(=O)N(Cc3ccccc3Cl)c3ccccc32)N1CCc1ccccc1 (stereo unspecified)	0.0	-7	4	3.0
COc1cccc(C(=O)N=c2sc3cc(F)ccc3n2C)c1	0.9	-66	17	-0.3
CCOC(=O)C(Oc1ccc2oc(C)c(C(=O)OC)c2c1)c1ccccc1 (stereo unspecified)	0.3	-10	-9	2.1
O=C(CCOc1ccccc1)N1CCN(c2ccc(O)cc2)CC1	0.1	-11	15	0.7
O=S(=O)(NCC1CCCO1)c1cccc(S(=O)(=O)c2cccc(S(=O)(=O)NCC3CCCO3)c2)c1 (stereo unspecified)	-0.1	-7	-6	0.7
COc1ccc(OC)c(S(=O)(=O)N(C(C)=O)c2ccc3oc(=O)sc3c2)c1	-0.3	10	-17	-0.4
O=[N+]([O-])c1ccc(-c2cc(-c3ccccc3)c3c(n2)-c2ccccc2CC3)cc1	0.3	9	-10	0.1
COc1ccc(-c2ocnc2C(=O)NC2CCCC2)cc1OC	-0.2	-2	-6	-1.1
Cc1nc2scc(-c3ccc(F)cc3)c2c(=O)n1-n1cccc1	-0.2	0	-3	-0.8
Cc1ccc(N2CC(C(=O)OCC(=O)c3ccc(Cl)cc3)CC2=O)cc1 (stereo unspecified)	0.2	-2	6	1.8
COc1ccc(S(=O)(=O)Nc2cc([N+](=O)[O-])ccc2OC)cc1C	0.8	4	13	-0.2
O=C(Nc1ccc2oc(-c3cccc4c(Br)cccc34)nc2c1)c1ccccc1F	-0.1	10	-11	-1.0
O=C(O)/C=C/c1coc2ccc(F)cc2c1=O	-0.2	3	-6	-0.1
O=C(c1cn(CC(=O)N2CCCCCC2)c2ccccc12)C1CC1	-0.1	-11	-3	0.0
COC(=O)c1ccc(/C=N/NC(=O)CC(=O)NCc2ccccc2)cc1	0.5	1	-5	-1.5
COc1cc(N2CCOCC2)ccc1Nc1cc(Nc2ccccc2C(=O)N(C)C)c(C(F)(F)F)cn1	0.0	-1	27	0.2
COCCn1nnnc1C(C(C)C)N1CCN(c2cc(Cl)ccc2C)CC1 (stereo unspecified)	0.1	-10	-26	0.1
CCOC(=O)C1=C(O)/C(=C\c2ccc(OCC)cc2)N=C1C	-0.2	10	3	4.6
Cc1ccccc1CS(=O)(=O)c1ccc(C(=O)N2CCCC2)cc1[N+](=O)[O-]	0.0	6	8	2.1
COc1ccc(Cl)cc1NC(=O)c1nccnc1C(=O)O	0.5	5	10	0.6

Further records
SMILES	FBW7 activator	TEAD-YAP inh	MITF primary	GPR151 ag
CCc1nnc(NC(=O)c2ccc(N3C(=O)C4C5C=CC(C5)C4C3=O)cc2)s1 (stereo unspecified)	0.3	-3	27	-2.1
COc1ccc2c(c1)C(C)(c1ccc(Cl)cc1)C(=O)N2 (stereo unspecified)	0.2	4	28	-1.2
CCCn1c(SCC(=O)NCc2ccccc2Cl)n[nH]c1=O	-0.1	7	4	-0.4
COc1ccc(C(=O)Nn2c(-c3cccc(C)c3)nc3ccccc3c2=O)cc1[N+](=O)[O-]	0.0	12	-3	-0.7
CC1=C(C(=O)Nc2ccc(C)cc2)C(c2ccc(Cl)cc2)n2ncnc2N1 (stereo unspecified)	0.0	-3	-2	-0.4
O=c1oc2ccccc2cc1N1CCOCC1	0.0	-2	6	-0.6
CCS(=O)(=O)N1N=C(c2ccc(NS(C)(=O)=O)cc2)CC1c1ccc(OC)cc1 (stereo unspecified)	-0.3	-6	3	-0.3
Cc1n[nH]c(=O)c2c1sc1ccccc12	-0.1	8	-3	-0.4
Cc1ccc2oc(-c3ccc(NC(=O)c4ccc(Br)cc4)cc3)nc2c1	1.3	-2	26	1.2
Cc1ccc(SCC(=O)Nc2ccc(C)cc2[N+](=O)[O-])cc1	-0.3	-8	6	1.7
O=S(=O)(NCC1COC2(CCCC2)O1)c1ccc(Cl)cc1 (stereo unspecified)	-0.1	10	3	-0.8
N/C(=N\OC(=O)c1ccc(F)cc1)c1ccc(Br)cc1	2.1*	1	1	1.0
O=C(Nc1nnc(N2CCCCC2)s1)Nc1cc(F)ccc1F	0.0	-35	7	4.1
CCOC(=O)c1ccc(N=c2oc3c(OCC)cccc3cc2C(N)=O)cc1	-0.3	0	-4	-0.7
CCCOc1ccc(/C=C2/C(=O)NC(=O)N(C)C2=O)cc1	0.0	-4	-11	1.7
CC(=O)Nc1cccc(NC(=O)C2CCCN2C(=O)Nc2cccc(C)c2)c1 (stereo unspecified)	-0.3	3	-10	-0.3
CCOC(=O)c1c(-c2ccc(OC)cc2)csc1NC(=O)C1CCCCC1C(=O)O (stereo unspecified)	0.0	5	-5	2.2
Cc1ccccc1C1CC(c2ccc(NS(C)(=O)=O)cc2)=NN1C(=O)CCC(=O)O (stereo unspecified)	-0.2	-5	10	-0.4
O=C(Nc1ccccc1C(=O)NCc1cccnc1)c1ccc(Br)cc1	0.0	4	3	2.0
CC(=O)c1cccc(-c2ccc(C(=O)NCc3nc4ccccc4[nH]3)s2)c1	0.0	-14	13	1.5
CNS(=O)(=O)c1cc(-c2nnc(Nc3ccc4c(c3)OCO4)c3ccccc23)ccc1C	-0.1	-4	2	-0.6
CC(=O)Nc1ccc(C)cc1-c1nc2ccccc2[nH]c1=O	0.1	-2	-3	0.2

Screening data: PubChem BioAssay, The Scripps Research Institute Molecular Screening Center
